NCOA2 inhibitor – inhibition of GAL4-SRC2 driven luciferase reporter, primary screen, SRC2 inhibitor project, cell-based, luminescence; Nuclear receptor coactivator 2 (Homo sapiens), Q15596; HEK293 GAL4-SRC2 luciferase reporter; inhibition, % at 9 µM; 370,000 tested, 0.17% active; AID 651957, 2012;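 active means inhibition above the mean inhibition of all tested compounds plus 3 SD, set per campaign, cut at about 52% in these data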;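 further: 0% = DMSO treated cells and 100% = cells given Gossypol at 36 µM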
TLR9-MyD88 inh – inhibitors of TLR9-MyD88 association in cells, primary screen, cell-based, CHO, BLA complementation, fluorescence; AID 504734, 2011; Toll-like receptor 9 (Homo sapiens) + Myeloid differentiation primary response protein …; inhibition, % at 4.98 µM; 340,000 tested, 0.21% active; CCF4 FRET ratio;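 active means inhibition above the mean over all tested compounds plus 3 SD, cut at about 21% in these data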;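 further: 0% = DMSO only wells and 100% = clavulanate BLA inhibitor control wells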
HTR2A ag – mouse Htr2a agonists via beta-arrestin recruitment, primary screen, cell-based, luminescence; CHO-K1 mHTR2A beta-arrestin complementation; percent of 30 µM serotonin response; activation, % at 7.6 µM; 360,000 tested, 0.66% active;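 active means activation above a run cutoff, the mean activation of all tested compounds plus 3 SD, cut at about 14% in these data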;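 further: 0% = plate median of compound wells and 100% = 30 µM serotonin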
ABCB6 inh MLPCN – ABCB6 transporter inhibitors, primary screen, K562-ABCB6 cells, flow cytometry, MLPCN library | K562-ABCB6 porphyrin accumulation, 1 h; stronger effect = lower value | AID 602162, 2011 | fluorescence ratio to DMSO, % at 10 µM | 360,000 tested, 0.19% active;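 active means fluorescence ratio to DMSO below 75%, the collection mean minus 3 SD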;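 further: signal is porphyrin accumulated inside mitochondria; 100% equals median channel fluorescence of DMSO control wells; lower ratio means ABCB6 inhibition with less porphyrin fluorescence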
ABHD5-PLIN5 inh – ABHD5-PLIN5 interaction inhibitors, primary screen, cell lysate, split luciferase complementation, luminescence; Split G. princeps luciferase complementation, 4 h; inhibition, % at 4 µM; 360,000 tested, 0.78% active;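 active means inhibition above the mean inhibition across every tested compound plus 3 SD, cut at about 22% in these data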;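 further: 0% = DMSO only wells and the 100% control is not disclosed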
NOD2-RIPK2 inh – NOD2-RIPK2 binding disruptors in cells, primary screen, fluorescence, CHO cells, BLA complementation; Receptor-interacting serine/threonine-protein kinase 2 (Homo sapiens), O43353; CCF4 ratio; inhibition, % at 4.98 µM; 360,000 tested, 0.38% active; in the data active means inhibition above about 21%;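 further: 0% = vehicle only and 100% = reference blocker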
Target sequence (O43353 whole entry, looked up): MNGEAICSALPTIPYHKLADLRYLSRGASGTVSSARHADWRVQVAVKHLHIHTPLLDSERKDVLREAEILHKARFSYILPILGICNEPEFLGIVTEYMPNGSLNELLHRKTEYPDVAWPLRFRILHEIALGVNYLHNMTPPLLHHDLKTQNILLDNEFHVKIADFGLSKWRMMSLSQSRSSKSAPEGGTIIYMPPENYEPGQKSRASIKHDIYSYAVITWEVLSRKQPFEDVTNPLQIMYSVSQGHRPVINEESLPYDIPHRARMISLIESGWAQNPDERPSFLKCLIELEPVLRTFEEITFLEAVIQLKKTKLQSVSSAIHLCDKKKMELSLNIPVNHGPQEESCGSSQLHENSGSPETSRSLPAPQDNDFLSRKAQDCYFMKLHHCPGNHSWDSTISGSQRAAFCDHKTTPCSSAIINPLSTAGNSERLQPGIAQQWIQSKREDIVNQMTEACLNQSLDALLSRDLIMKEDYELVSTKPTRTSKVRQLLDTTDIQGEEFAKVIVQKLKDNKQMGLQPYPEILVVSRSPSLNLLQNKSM
MC4R antag cAMP – MC4R antagonists of cAMP signaling, primary screen, cell-based, TR-FRET, antagonist arm of biased-ligand search | inhibition, % at 6.5 µM | MC4R-expressing cells, MTII-stimulated cAMP, LANCE TR-FRET | 360,000 tested, 0.48% active | AID 540295, 2011 | Melanocortin receptor 4 (Homo sapiens), P32245;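 active means inhibition above its plate's cutoff, the mean of tested wells on that plate plus 3 SD, cut at about 29% in these data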;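 further: 0% = Melanotan II alone and 100% = Melanotan II plus saturating MCL0020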
Target sequence (P32245 whole entry, looked up): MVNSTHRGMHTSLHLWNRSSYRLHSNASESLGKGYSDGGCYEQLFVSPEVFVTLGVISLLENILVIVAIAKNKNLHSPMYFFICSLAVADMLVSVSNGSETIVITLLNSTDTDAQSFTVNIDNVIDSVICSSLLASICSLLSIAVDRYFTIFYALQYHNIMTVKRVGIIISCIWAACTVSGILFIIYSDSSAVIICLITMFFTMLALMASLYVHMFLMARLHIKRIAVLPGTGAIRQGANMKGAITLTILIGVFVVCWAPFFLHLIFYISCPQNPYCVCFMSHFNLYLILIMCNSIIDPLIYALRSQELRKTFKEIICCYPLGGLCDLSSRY
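System: U2OS cells stably expressing human melanocortin 4 receptor (MC4R). Reagent: Melanotan II challenge after compound preincubation. Doses: 6.5 µM. Times: 30-min compound, 1-h challenge, 1-h detection, room temperature. Measured by: TR-FRET with Eu-cAMP and labeled anti-cAMP, 671 nm. Replicates: singlicate.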
H9c2 protect – cardioprotection against H2O2-induced cell death, primary screen, uHTS, H9c2 cells, ATPLite luminescence; H9c2 cardiomyocytes, H2O2 injury protection, 2 h; protection from H2O2 cell death, % at 20 µM; 360,000 tested, 0.63% active; AID 588492, 2011;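 active means compounds giving at least 50% protection of heart cells from peroxide-induced death in the single-dose screen, raw or plate-pattern-corrected value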;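 further: 0% = DMSO wells with peroxide and 100% = DMSO wells without peroxide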
MC4R barr agon – MC4R agonists recruiting beta-arrestin, primary screen, cell-based, luminescence, agonist arm of biased-ligand search; U2OS MC4R beta-arrestin complementation; percent of melanotan II response, DMSO zero; activation, % at 8.9 µM; 360,000 tested, 0.98% active; AID 540308, 2011;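 active means activation above a per-plate cutoff, the mean activation of sample wells on that plate plus 3 SD, cut at about 8% in these data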
Glyco luc inh – increase of ERlucT glycosylation luciferase signal, primary screen, N-linked glycosylation inhibitor project, D54 ERlucT cells, luminescence, set 2 | reporter increase, % at 12.5 µM | D54 ERlucT glycosylation luciferase reporter, 24 h; percent of 100 nM tunicamycin response | AID 588692, 2011 | 360,000 tested, 0.23% active;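 active means mean luciferase reporter signal, scaled so untreated is 0 and the glycosylation-blocking control 100, at or above a set limit in every replicate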;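 further: luciferase carries N-glycosylation sites so blocking glycosylation raises the light; 0% = median of neutral control wells and 100% = median of 100 nM tunicamycin wells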
Starred values were filed as active, the others as inactive; x = no result given.

SMILES	NCOA2 inhibitor	TLR9-MyD88 inh	HTR2A ag	ABCB6 inh MLPCN	ABHD5-PLIN5 inh	NOD2-RIPK2 inh	MC4R antag cAMP	H9c2 protect	MC4R barr agon	Glyco luc inh
CCOC(=O)Cn1cnc2c(nnn2-c2ccc(F)cc2)c1=O	-3	8	-1	104	6	11	9	6	1.0	2
Cc1ccc(C)c(OCc2cc(C(=O)N3CCN(c4ccccc4C)CC3C)no2)c1 (centres undefined)	-13	-13	-5	107	-3	-7	17	-8	-0.2	-3
CCOC(=O)C1=CCC(c2cccn2C(=O)OC(C)(C)C)N(S(=O)(=O)c2ccc(C)cc2)C1 (centres undefined)	30	x	-3	99	1	-13	x	-7	x	-3
O=C(CCCc1ccccc1)Nc1ccnn1C1CCN(Cc2ccc(Cl)cc2)CC1	12	7	1	99	3	8	3	-1	1.1	-3
CCOC(=O)N1CCC(N2C(=O)c3ccccc3C2Nc2cc(C)cc(C)c2)CC1 (centres undefined)	1	-7	2	94	-4	4	3	6	1.2	-2
O=C(C1=C[C@@H](c2ccc3c(c2)OCO3)C[C@@H](OCCCCO)O1)N1CCOCC1	-14	1	3	96	7	-6	4	6	-0.7	-1
O=C(c1nc2ccc(Cl)cn2c1CNCCn1ccnc1)N1CCCCCCC1	7	-9	3	97	-3	-9	2	4	-1.9	0
CCOC(=O)C1C(=O)NC(c2ccccc2)=NC1c1ccc(F)cc1 (centres undefined)	0	-5	4	90	4	-13	8	2	-1.1	0
O=[N+]([O-])c1cccnc1Sc1ccc(Cl)cc1	-3	-20	7	99	-3	-16	-3	-5	0.3	-1
Cc1cc(OCC(=O)N(C(C)C)C(C)C)cc(C)c1Br	-12	2	-2	99	-3	-3	6	0	-0.7	-2

Continued, starting with the last two of the part before.
SMILES	NCOA2 inhibitor	TLR9-MyD88 inh	HTR2A ag	ABCB6 inh MLPCN	ABHD5-PLIN5 inh	NOD2-RIPK2 inh	MC4R antag cAMP	H9c2 protect	MC4R barr agon	Glyco luc inh
O=[N+]([O-])c1cccnc1Sc1ccc(Cl)cc1	-3	-20	7	99	-3	-16	-3	-5	0.3	-1
Cc1cc(OCC(=O)N(C(C)C)C(C)C)cc(C)c1Br	-12	2	-2	99	-3	-3	6	0	-0.7	-2
COc1ccc(-c2ccc(C(=S)N3CCN(C(C)=O)CC3)o2)cc1	10	-6	-1	101	0	-6	2	5	1.0	0
CCN(c1ccccc1)S(=O)(=O)c1ccc(C(=O)NCCCN2CCOCC2)cc1	-19	2	1	101	-4	3	-2	3	-0.1	2
COc1ccccc1/C=C/C(=O)N1CCOCC1	15	-10	-1	88	-3	8	4	-1	-2.3	1
COc1ccc(N/C=C2\C(=O)CCc3c2oc2cc(Cl)c(O)c(Cl)c32)cc1	1	-3	-8	115	0	-1	17	-4	7.4	-3
COc1ccc([N+](=O)[O-])c(S(=O)(=O)c2ccccc2)n1	35	x	-7	109	53*	33*	29*	-19	-4.1	-19
CCn1c(=NC(=O)CSC(C)=O)sc2cc(OC)ccc21	-1	6	-8	98	-16	6	-2	-13	-1.2	4
Cc1cc(NO)c(C(C)C)cc1N=O	9	7	-4	90	-6	-1	-10	-2	-0.4	-7
COc1cccc(CNCc2ccc(OC)cc2OC)c1	8	3	0	95	-9	-5	10	-1	-1.3	1
C#Cc1ccc(CN2CCN(Cc3ccsc3)C(CCO)C2)cc1 (centres undefined)	2	4	-5	100	-1	11	-7	6	-3.0	0
CCOc1ccc(NC2OC(C)C(O)C(O)C2O)c([N+](=O)[O-])c1 (centres undefined)	-18	-2	3	95	4	-10	5	0	-1.3	-1
Cc1ccc(S(=O)(=O)N2CCCC2CNC(=O)C(=O)NCc2ccc3c(c2)OCO3)cc1 (centres undefined)	2	2	6	95	1	-10	15	4	-0.5	0
O=C(CC1C(=O)NCCN1C(=O)Nc1ccccc1)Nc1cccc(Cl)c1 (centres undefined)	3	-7	0	102	10	-3	-3	7	-1.9	3
Cc1[nH][nH]c(=O)c1C(c1ccc(-c2ccc(Cl)c(C(=O)O)c2)o1)c1c(C)[nH][nH]c1=O	-14	-8	-2	98	-47	1	3	-7	-2.4	7
CN(C)c1ccc(/C=C(\NC(=O)c2ccccc2)C(=O)N/N=C/c2ccc(C(=O)O)cc2)cc1	-9	7	1	95	-17	-2	-7	7	-2.0	1
COc1ccc2cc(C(=O)NCc3ccccc3)[nH]c2c1	-22	3	-6	100	4	-9	1	-4	-1.0	-3
O=C(NS(=O)(=O)Nc1ccc(Br)cn1)c1c[nH]c2ccccc12	9	-1	6	99	2	8	1	5	-3.9	2
O=C(N/N=C/c1ccc(N2CCOCC2)cc1)c1ccccc1NS(=O)(=O)c1cccs1	14	-1	1	101	-3	-6	24	15	-0.6	0
O=C(NCc1ccco1)c1cc2cc(Br)ccc2o1	-28	-6	-6	98	1	0	-1	-6	0.9	0
O=S(=O)(Nc1nc2ccccc2nc1NCC1CCCO1)c1cccs1 (centres undefined)	4	2	0	90	-1	-6	5	6	-1.4	1
CCc1noc(C)c1C(=O)N1CCN(c2ccc([N+](=O)[O-])cc2)CC1	-25	-1	-1	112	5	4	10	-4	0.5	3
O=C(CSc1ccc2nnc(-c3ccc(F)cc3)n2n1)N1CCCc2ccccc21	-1	-7	1	95	2	6	-32	80*	-0.2	2
CCOc1ccc(C2=CSC3=NCCN23)cc1[N+](=O)[O-]	-13	13	0	99	-6	-5	-5	-2	-1.2	1
CCc1nc(C)cn1S(=O)(=O)c1cc(Br)c(C)cc1OC	-5	1	-2	89	6	-5	-27	-9	-0.5	2
Cc1cc(Br)cn2c(Cc3ccccc3)c(-c3ccccc3)nc12	7	x	1	90	-12	2	x	3	x	-1
COc1ccc([C@H]2C[C@@H](O)[C@H](n3cc(-c4ccc(F)cc4)nn3)CN2CC2CCCCC2)cc1	-20	3	-1	104	-11	-5	18	-14	14*	-5
CC1CCCCN1C(=S)Nc1ccc(OC(F)F)cc1 (centres undefined)	16	5	-1	93	-3	-5	-3	-5	0.7	-1
CCOC(=O)c1n[nH]c(=O)c2ccccc12	17	x	4	87	2	-8	-6	36	-2.1	1
Cc1nn(Cc2c(F)c(F)c(F)c(F)c2F)c(C)c1NC(=O)c1ccc(COc2ccccc2Cl)cc1	10	2	-2	101	1	11	0	-10	4.6	-2
COC(=O)c1cc(F)c(-n2cncn2)c(F)c1	-27	-5	4	99	10	-11	-2	4	0.5	0
COc1cc(/C=N/NC(=O)c2cc(-c3ccccc3)nc3ccccc23)cc(OC)c1O	-1	5	-9	92	3	2	1	19	-2.2	8
O=C(Nc1ccc(F)cc1)Nc1nnc(-c2ccccc2)o1	-14	-8	3	101	3	-9	0	3	0.5	1
CN(CC(=O)Nc1cccc(F)c1)CC(=O)Nc1cccc([N+](=O)[O-])c1	2	5	-3	92	5	-3	9	-14	-3.8	0
COCCNC(=O)c1cc(-c2ccccc2C)n(CC2CC(c3cccc([N+](=O)[O-])c3)=NO2)n1 (centres undefined)	-12	-5	-5	84	0	-9	4	5	0.8	0
COc1ccc2ccc(O)c(CN(C)CC(=O)Nc3ccccc3C(F)(F)F)c2c1	2	7	-1	97	22*	9	14	-4	13*	-1
COc1cccc(C2NC(=O)CCC2[N+](=O)[O-])c1OC (centres undefined)	3	8	-1	92	-1	1	9	-3	-1.8	0
Cc1ccc(Oc2cnc3ccccc3n2)cc1	-20	-7	-2	91	-2	-6	1	-8	-1.8	-8
Cc1c(C(=O)O)sc2[nH]c(=O)n(Cc3ccccc3)c(=O)c12	7	-10	8	100	1	1	20	2	-0.7	3
CN(C)CCOc1ccc2ccccc2c1	-1	-19	-6	97	1	-1	0	1	0.5	3
COc1ccc(-c2csc(N(CC3CCCO3)C(=O)c3ccc(C)cc3)n2)cc1 (centres undefined)	-52	9	-3	98	5	2	10	-3	1.2	-9
C#CCNC(=O)c1ccc(OCc2ccccc2)cc1Cl	-16	11	-6	98	0	-2	11	-9	-1.3	-2
Cc1cc(C)n2nc(C(=O)N(C)C(c3ccccc3)c3ccccc3)nc2n1	-24	0	-1	100	4	3	2	-3	-1.6	-1
CCOC(=O)[C@@H]1[C@H]2COc3cc(OC)ccc3[C@H]2N2C(=O)N(c3ccc(C)cc3)C(=O)[C@@]12C	12	8	10	101	-18	-2	10	16	-2.5	-1
CS(=O)(=O)N1Cc2ccccc2CC1C(=O)OCC(=O)NCCc1ccc(S(N)(=O)=O)cc1 (centres undefined)	-18	4	0	98	3	1	16	-1	-0.2	1
CCCn1c(SCC(=O)NC23CC4CC(CC(C4)C2)C3)n[nH]c1=O	21	2	3	88	-1	4	2	0	-0.1	0
COc1ccc(S(=O)(=O)Nc2ccccc2C(F)(F)F)cc1	17	-2	3	95	5	-5	8	2	-0.9	-1
COCCn1c(SCC(=O)/C=C2\N(C)c3ccccc3C2(C)C)nnc1-c1ccncc1	42	0	-2	351	2	1	-2	-19	-0.1	-3
c1ccc(C2Nc3ccccc3C3OCCCC23)cc1 (centres undefined)	-19	-1	-3	98	3	-14	19	-5	6.4	2
COc1ccc(-c2ccc(C#N)c(OC(=O)c3c(Cl)cccc3Cl)n2)cc1	-6	8	-3	92	-6	-11	6	-3	-3.0	1
CCN(CC)CCOc1nnc(-c2ccc(OC)cc2)c2ccccc12	3	7	-4	97	-5	1	-2	-1	0.3	-2
COc1ccc(-n2nc(C(=O)NCC(=O)Nc3cccc(C)n3)c3ccccc3c2=O)cc1	-35	-9	1	101	7	1	4	40	4.6	-3

Next structures.
SMILES	NCOA2 inhibitor	TLR9-MyD88 inh	HTR2A ag	ABCB6 inh MLPCN	ABHD5-PLIN5 inh	NOD2-RIPK2 inh	MC4R antag cAMP	H9c2 protect	MC4R barr agon	Glyco luc inh
Cc1ccc2nc(CN(C)C(=O)[C@H]3O[C@@H](n4ccc(N)nc4=O)[C@H](O)[C@@H]3O)[nH]c2c1	-13	x	10	101	7	6	x	3	x	2
COCc1ccc(C(=O)N(C)C2CCCN(Cc3ccccc3F)C2)o1 (centres undefined)	23	-8	-6	107	5	0	2	5	-0.2	-2
O=C(NNC(=O)c1ccc(Br)s1)NC1CCCCC1	4	-2	-1	101	-6	-2	5	0	-5.7	3
COc1ccc(NC(=O)COC(=O)C2CCC2)cc1Cl	-21	-1	-4	105	-4	-9	4	6	-3.0	-1

Only part of the results is shown, so the mix of outcomes need not match the whole.
